Assay outcomes from PubChem.
p-CIP stab down – p/CIP protein destabilization. F442A p/CIP-EGFP cells, EGFP fluorescence, 16 h. decrease of EGFP signal, % at 10 µM. 290,000 tested, 0.01% active. AID 1984;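 active = EGFP signal decrease of at least 30% at 10 µM or well 3 SD below plate mean, unless failing retest; inactive = the rest, including hits failing retest or dose response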; note: some compounds called inactive have numbers as strong as hits; many of its hits are not listed in these tables
NS3 helicase inh – blocks Hepatitis C virus NS3 helicase unwinding. 290,000 tested, 0.56% active. inhibition, % at 10.9 µM. AID 1800. NS3 helicase DNA unwinding, Cy5 molecular beacon fluorescence;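 active = inhibition above the mean of all tested compounds plus 3 SD, set per campaign, cut at about 35% in these data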;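 note: 0% = DMSO wells and 100% = thioflavine S control wells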
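System: NS3 helicase fragment of HCV / Schedule: 1 h at 25 °C / Control set: DMSO alone as 0% and 110 µM thioflavine S as 100% / Reagent: Cy5/quencher beacon DNA duplex and ATP to start / Technique: Cy5 fluorescence / Replication: singlicate / Evaluation: % inhibition of end-to-start signal ratio versus controls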
FID counter – counter-screen for HCV NS3 helicase inhibitors: DNA intercalator displacement. DNA fluorescent intercalator displacement, fluorescence. inhibition, % at 7.9 µM. 290,000 tested, 0.17% active; in the data active = inhibition above about 37%;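 note: 0% = vehicle and 100% = reference compound; higher means more ethidium bromide displaced from hairpin DNA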
VIM-2 inh – inhibitors of Pseudomonas aeruginosa VIM-2 metallo-beta-lactamase | purified VIM-2, nitrocefin hydrolysis, epi-absorbance fluorescence | inhibition, % at 5.6 µM | 290,000 tested, 0.89% active;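 active = inhibition above the mean of all tested compounds plus 3 SD, cutoff set per screening run, cut at about 7.5% in these data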;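 note: red hydrolysis product quenches plate fluorescence so inhibitors raise well fluorescence; 0% = enzyme with DMSO and 100% = DMSO without enzyme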
UBC9 SUMO inh – blocks human SUMOylation mediated by UBC9. inhibition, % at 35 µM. HTRF SUMOylation assay, SAE1/SAE2 + UBC9, in vitro. 290,000 tested, 0.36% active. P63279; in the data active = inhibition above about 50%, passing the limit was not always enough; note: strong numbers were not always called active
PHOSPHO1 block – blocks human PHOSPHO1 phosphatase activity | inhibition, % at 13.3 µM | 290,000 tested, 1.1% active | AID 1565 | recombinant PHOSPHO1, absorbance phosphatase assay; in the data active = inhibition above about 60%
IMP-1 inh – blocks Pseudomonas aeruginosa IMP-1 metallo-beta-lactamase; purified IMP-1, nitrocefin hydrolysis, epi-absorbance fluorescence; inhibition, % at 5.6 µM; 290,000 tested, 0.45% active; AID 1556;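 active = inhibition above the mean plus 3 SD of all compounds in the same screening run, cut at about 4.5% in these data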;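 note: 0% = IMP-1 with DMSO and 100% = DMSO wells lacking enzyme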
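System: purified recombinant IMP-1 beta-lactamase. Medium: Zinc- and detergent-supplemented HEPES buffer, pH 7.1. Compound: one 5.6 µM dose […]. Schedule: 15 min preincubation plus 25 min reaction at 25 °C. Technique: Epi-absorbance fluorescence, 480 nm excitation, 530 nm emission.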
IDE act – IDE (human) activation, cell-based | P14735 | activation, % at 5.96 µM | HEK cells, FAbeta-B cleavage, fluorescence polarization; 0% vehicle, 100% cell-free pure enzyme wells | AID 493087 | 340,000 tested, 0.073% active;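 active = activation above the mean of all tested compounds plus 3 SD, set per screening campaign, cut at about 17% in these data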
Target sequence (P14735 whole entry, looked up): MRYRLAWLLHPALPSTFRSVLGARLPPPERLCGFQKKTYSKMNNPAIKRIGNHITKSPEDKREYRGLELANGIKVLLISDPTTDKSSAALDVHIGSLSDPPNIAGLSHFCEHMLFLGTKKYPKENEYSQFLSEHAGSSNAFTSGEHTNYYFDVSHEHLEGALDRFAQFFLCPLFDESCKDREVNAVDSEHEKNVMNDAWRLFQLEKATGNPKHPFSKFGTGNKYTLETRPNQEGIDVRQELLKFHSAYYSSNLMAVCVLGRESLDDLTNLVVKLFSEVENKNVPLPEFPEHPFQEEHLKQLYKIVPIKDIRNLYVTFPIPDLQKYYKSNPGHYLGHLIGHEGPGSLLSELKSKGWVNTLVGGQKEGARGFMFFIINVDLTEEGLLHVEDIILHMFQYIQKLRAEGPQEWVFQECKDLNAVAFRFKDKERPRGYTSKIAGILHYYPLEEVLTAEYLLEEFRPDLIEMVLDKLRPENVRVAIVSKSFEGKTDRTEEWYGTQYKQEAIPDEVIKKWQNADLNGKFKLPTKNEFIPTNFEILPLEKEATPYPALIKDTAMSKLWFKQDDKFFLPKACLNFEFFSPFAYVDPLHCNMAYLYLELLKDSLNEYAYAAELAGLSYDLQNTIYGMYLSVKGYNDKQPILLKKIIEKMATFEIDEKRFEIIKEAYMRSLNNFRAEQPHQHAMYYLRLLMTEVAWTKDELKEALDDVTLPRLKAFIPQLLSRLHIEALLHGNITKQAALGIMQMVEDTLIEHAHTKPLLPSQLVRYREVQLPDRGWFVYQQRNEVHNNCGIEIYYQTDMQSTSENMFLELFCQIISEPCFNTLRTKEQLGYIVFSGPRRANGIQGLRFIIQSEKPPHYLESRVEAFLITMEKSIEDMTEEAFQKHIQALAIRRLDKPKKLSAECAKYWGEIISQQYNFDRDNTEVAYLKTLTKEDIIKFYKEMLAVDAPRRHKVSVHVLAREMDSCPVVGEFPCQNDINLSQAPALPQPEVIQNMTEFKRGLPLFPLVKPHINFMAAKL
MEKK3 PB1 HTS – modulators (inhibitors or enhancers) of MEK5 binding to human MEKK3 PB1 domain; 290,000 tested, 1.4% active; bead-based flow cytometry, Alexa488-MEK5 binding to MEKK3; actives lie on both sides; 0 = blocked by unlabeled MEK5, 100 = vehicle; AID 1529; Q99759; binding response (% of control), % at 10 µM;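 active = binding response more than 3 SD above or below the average of its plate-row segment, actives on both sides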;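 note: Alexa488 bead fluorescence after subtracting the streptavidin-only scavenger bead signal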
Numbers without * were called inactive; x = no result given; [ ] = another dose, or the depositor's remark. The list is partial, so the mix of outcomes need not match the whole.

Values run as follows: p-CIP stab down	NS3 helicase inh	FID counter	VIM-2 inh	UBC9 SUMO inh	PHOSPHO1 block	IMP-1 inh	IDE act	MEKK3 PB1 HTS
O=C(Nc1ccccc1[N+](=O)[O-])C1COc2ccccc2O1 (stereo not given)
  1	-7	6	-1.6	-1	41	-1.1	6	99
O=C(CCCOc1ccccc1)N1CCN(c2ccccn2)CC1
  -4	2	-19	-1.8	15	-14	-3.3	8	93
COc1ccc(CN2CCNC(=O)C2CC(=O)NCc2cnn(C)c2)cc1OC (stereo not given)
  11	15	-4	-1.6	-10	35	-1.8	2	101
CCCCc1c(O)nc(SCC(=O)c2ccccc2)n(-c2ccccc2)c1=O
  4	16	-13	1.5	22	42	2.2	4	91
CC1CCCC(C)N1/N=C/c1cc(Br)c(O)c(Br)c1 (stereo not given)
  3	-20	2	-0.3	-2	-10	-3.8	x	118
CCC(Oc1cccc(Cl)c1)C(=O)N1CCCN(C)CC1 (stereo not given)
  -3	-3	-2	-2.0	8	27	-2.1	0	107
O=C(CSc1nnc(-c2ccccn2)n1Cc1ccco1)c1ccc(-c2ccccc2)cc1
  -4	26	-28	-1.8	2	77*	-3.5	-10	110
O=C(CC1S/C(=N/N=C2CCCCCC2)NC1=O)Nc1ccc(Br)cc1F (stereo not given)
  -16	4	-36	-3.7	-21	9	-4.4	5	99
C/C(=N\NC(=O)C1(C)CC1(Br)Br)c1ccc(NC(=O)c2ccc(C)o2)cc1 (stereo not given)
  0	-11	-5	-3.3	12	8	-1.6	-1	114
O=C(CCCCCn1c(=O)[nH]c2ccccc2c1=O)NCCCN1CCN(c2ccccc2F)CC1
  -35	-17	11	-2.5	-10	0	-2.2	3	x
O=C(COc1nsnc1N1CCOCC1)Nc1ccc([N+](=O)[O-])cc1
  -15	-6	4	0.6	-2	36	-1.9	1	100
CCOc1ccc(/C=C(\C#N)C(=O)Nc2ccccn2)cc1
  -7	3	-2	-2.3	10	29	-3.9	-2	105
CCOc1ccc(N2C(=O)c3cccnc3C2Nc2ccc(OC)cc2)cc1 (stereo not given)
  -11	-1	-7	-0.9	11	23	-3.7	5	105
CN1C(=O)NC(c2ccc(O)cc2)C2=C1CN(c1ccccc1)C2=O (stereo not given)
  4	-14	-7	-2.6	18	42	-2.9	-1	107
COc1ccc(-n2c(=O)c3ccccc3n(CC(=O)NC3CCCC3)c2=O)c(OC)c1
  7	6	-14	-3.7	-30	-3	-3.1	5	103
Cc1cc(OCC(=O)NCC(O)c2ccccc2)c2c(C)c(C)c(=O)oc2c1 (stereo not given)
  -16	30	-29	3.6	x	13	-1.5	2	103
C=CCN1C(=O)CSc2ccc(C(=O)NCCC3=CCCCC3)cc21
  -8	5	-27	-4.2	6	6	-2.2	3	111
O=C(COC(=O)CCc1ccccc1)NC(c1ccccc1)c1ccccc1
  -9	-7	-22	0.5	-9	4	-3.2	8	99
CC(C)(C)NC(=O)C(c1ccncc1)N(C(=O)Cn1nnc(-c2ccc(F)cc2)n1)c1cccc(F)c1 (stereo not given)
  -15	7	-22	-2.7	12	45	-1.9	6	102
CC(=O)c1nn(-c2cccc(Br)c2)cc1C(=O)c1ccc(Br)cc1
  -17	0	-5	-5.3	7	16	1.2	4	98
Cc1ccc(CN2C(=O)N/C(=C\c3ccc(-c4ccc(C(=O)O)cc4C)o3)C2=O)cc1
  -2	5	-12	-2.2	39	41	-2.1	0	103
CCOC(=O)/C(=C\c1ccc([N+](=O)[O-])cc1)C(=O)c1cc(C(C)=O)c(Nc2ccccc2)s1
  -6	8	-2	0.5	13	40	-1.4	-5	105
O=c1c2cn[nH]c2nc(SCc2ccccc2F)n1-c1ccc(Br)cc1
  2	-7	-12	-1.6	-32	-5	-0.7	-12	98
C/C(=C\C(=O)c1ccc(C)o1)Nc1ccc2c(c1)OCO2
  2	-4	5	-2.6	2	11	-5.0	-2	99
COc1ccccc1N1C(=O)CC(N2CCN(c3ccc(Cl)cc3)CC2)C1=O (stereo not given)
  -13	-2	-23	-0.4	-10	36	-1.9	0	106
COc1ccc(CCNc2oc(Cc3ccccc3)nc2C#N)cc1OC
  0	-48	-34	-4.8	1	23	-1.8	11	112
Cc1[nH]nc2c1[C@@H](c1ccccc1[N+](=O)[O-])C(C#N)=C(N)O2
  -4	11	-1	-1.0	0	33	-2.4	2	101
CCS(=O)(=O)c1ccc2oc(SCC(=O)NC(C)C3CC4CCC3C4)nc2c1 (stereo not given)
  -2	13	-19	-1.1	-12	16	-0.7	-3	106
Fc1cccc(Cl)c1CSc1nnc(-c2ccncc2)o1
  -2	-4	-24	-2.2	7	x	-1.8	3	103
CCCSc1nnc2[nH]c(=O)cc(N)n12
  2	5	2	-1.2	-1	0	-1.4	5	80
CCOc1cc(/C=C2/NC(=O)N(Cc3ccccc3F)C2=O)ccc1O
  -12	-6	-5	0.2	-11	-6	-2.6	2	114
CS(=O)(=O)N(CC(=O)Nc1c(F)cccc1F)c1cccc([N+](=O)[O-])c1
  2	2	0	1.1	4	18	-1.6	6	107
Cc1ccc(C(=O)N/C(=C/c2ccco2)C(=O)NCCCn2ccnc2)cc1
  -5	-8	7	-0.8	-6	3	0.0	-1	95
c1cn2cc(CN3CCOCC3)nc2s1
  12	5	1	-3.0	-5	1	-4.7	-1	98
COCC(C)n1c(SCC(=O)c2cc(C)n(C)c2C)nc2ccccc2c1=O (stereo not given)
  18	6	-9	-1.4	-11	-16	-0.9	2	103
Cc1ccc(N/C=C/C(=O)c2ccc(C)cc2)cc1
  -8	-3	-8	-5.8	20	23	-4.1	4	96
CCOC(=O)c1ccc(N=c2sc(C(=O)OC)cc(=O)n2-c2ccc(C(=O)OCC)cc2)cc1
  4	-2	-23	-2.8	-24	-9	-0.9	2	105
O=C(CCC(=O)OCC(=O)c1cccc([N+](=O)[O-])c1)NC1CCCCC1
  -44	-6	-4	-1.6	11	36	-1.9	-3	106
O=C(CCN1CCN(CCO)CC1)Nc1ccc(Br)cc1
  -17	3	11	1.0	3	29	1.4	3	69
CCOC(=O)N1CCN(C(=O)c2cc(OC)cc(OC)c2)CC1
  -23	4	-6	-1.2	18	32	-5.4	0	97
CC(C)CC1(C(=O)NCCN2CCOCC2)C=CCN1C(=O)c1ccccc1 (stereo not given)
  -1	-1	-4	-4.3	-20	8	-2.9	3	105
CCc1ccc(S(=O)(=O)Nc2c(C)n(C)n(-c3ccccc3)c2=O)cc1
  -2	10	-24	-2.4	4	6	-5.4	0	107
Cc1ccc(C)c2sc(N)nc12
  -12	-8	8	-3.3	13	48	-1.0	3	102
CN(C)CCCNCCCNC(=O)c1ccccn1
  -2	25	5	-1.3	-1	-5	-4.5	3	98
Oc1[nH]c2ccccc2c1N=Nc1nc(Nc2ccccc2)nc(N2CCOCC2)n1
  -49	0	-5	-1.0	47	-6	-2.8	2	104
COc1ccc(OC)c2c1sc(=NC(=O)C1COc3ccccc3O1)n2C (stereo not given)
  4	-16	-1	-2.1	-12	-6	-0.9	6	79
CCCSc1nc2sc3c(c2c(=O)n1CC)CC(C)(C)OC3
  -10	-22	-9	0.6	11	-8	-3.0	0	99
O=C1c2cccc3cccc(c23)C(=O)N1c1nccs1
  -4	-2	-3	-1.1	25	-10	-2.6	-2	104
CCn1c(O)c(N=NC(=O)CNC(=O)Cc2ccccc2)c2ccccc21
  10	7	-17	3.0	-10	18	-1.4	5	103
CC/C(=N\NC(=O)c1ccc(N2CCCC2=O)cc1)c1ccccc1
  5	8	-20	-2.3	6	32	-3.4	6	101
N/C(=N\OCC(=O)Nc1ccccc1)c1nonc1N
  6	4	3	1.5	-12	-8	0.3	5	100
Nc1nc(-c2ccc(NC(=O)c3ccco3)cc2)cs1
  -2	7	-6	-2.9	22	23	-3.3	-1	99
CCCCCn1c(=O)[nH]c2cc(C(=O)NCCN3CCC(C)CC3)ccc2c1=O
  -5	-3	10	-1.5	0	39	-3.8	1	103
Cn1nc2c3ccccc3n(Cc3ccccc3)c2nc1=S
  -20	23	-9	-1.5	10	20	-2.6	3	96
COc1ccc(N2CCN(C(=O)c3ccc(C)cc3)CC2)c([N+](=O)[O-])c1
  -4	-10	-29	-1.7	2	-4	-0.6	6	101
CCN(CC)CCCNc1ncnc2scc(-c3ccc(F)cc3)c12
  -24	-1	16	-1.0	2	44	-5.1	-1	102
C/C(Cn1nnc2ccccc21)=N\NC(=O)c1ccc(Br)cc1
  -3	8	-3	-1.4	1	1	-2.3	2	108
C=CCOC(=O)C1=C(C)OC(N)=C(C#N)C1c1ccoc1 (stereo not given)
  -18	-3	-6	-5.7	0	-17	-1.1	-18	103
CC(C)[C@H](NC(=O)C1CCCC1)c1nc2ccccc2[nH]1
  -3	-2	-2	-1.8	4	28	-2.1	-4	107
CC(C)C[C@H](NC(=O)c1[nH]cnc1C(=O)N[C@@H](C)c1ccccc1)C(=O)OCc1ccccc1
  -1	x	x	x	-46	31	x	2	1.0*[inhibitor]

The listing continues:
Values run as follows: p-CIP stab down	NS3 helicase inh	FID counter	VIM-2 inh	UBC9 SUMO inh	PHOSPHO1 block	IMP-1 inh	IDE act	MEKK3 PB1 HTS
Cc1ccc(N(C(=O)c2ccco2)C(C(=O)NC2CCCC2)c2ccco2)c(C)c1 (stereo not given)
  -10	1	-32	-2.7	15	28	-2.3	2	99
Cn1c(CCN2CCOCC2)nc2cc(NC(=O)COc3ccc([N+](=O)[O-])cc3)ccc21
  3	4	2	0.4	-4	53	-1.9	5	97
Cc1cccc(C)c1NC(=O)COC(=O)c1ccc(N2CCCC2)c([N+](=O)[O-])c1
  -2	-5	-6	-2.2	30	-19	-2.0	1	100
CCOC(=O)C1C(c2ccccc2Cl)NC(=O)N(C)C1(O)C(F)(F)F (stereo not given)
  14	1	-5	-2.8	17	19	-3.5	5	105
O=C(NCc1ccc2c(c1)OCO2)C1CCCN1C(=O)Nc1ccc(Cl)cc1 (stereo not given)
  -10	-7	-7	-2.8	4	18	-1.2	1	102
O=C(CSc1nc2ccccc2s1)Nc1ccc(Cl)c(C(=O)O)c1
  8	13	-14	-3.2	-3	-59	-2.3	-5	95
CCc1nc(CN2CCN(c3ccc(C(F)(F)F)cn3)CC2)c(C)[nH]1
  0	-12	7	-1.0	13	12	-1.9	-2	105
COc1ccc(S(=O)(=O)Nc2cccc(F)c2C)cc1C(=O)N1CCOCC1
  -8	2	-11	-1.3	1	-13	-0.2	5	99
